Assay outcomes from PubChem.
Tn7 DDE FP = disrupts Tn7 cyclic peptide binding to fibrin D-Dimer-E complex | 370,000 tested, 0.13% active | FP displacement of FITC-Tn7 peptide from fibrin DD(E); 0% = median of compound wells per plate | P02675 | inhibition, % at 8.3 µM;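 active = inhibition above the mean of compounds falling within the control limits plus 3 SD of them, cut at about 14% in these data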;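 also: 0% = plate median of compound wells and 100% = 10 µM Aha-Tn7 peptide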
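Assay system: Fibrin-DD(E) protein isolated from polymerized human fibrin clots; read-out basis: percent inhibition; medium: Tris/NaCl/CaCl2 buffer, pH 7.8; signal: FP measurement; incubation: 10 min plus 3 h, room temperature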
ARFGAP1 inh = inhibitors of rat ARFGAP1; Q62848; Arfgap1-stimulated ARF1 GTP hydrolysis, GDP FP detection; inhibition, % at 16.5 µM; 360,000 tested, 0.26% active; AID 651572;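 active = inhibition above a per-plate limit, mean inhibition of low control wells plus 3 SD, cut at about 25% in these data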;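 also: 0% = DMSO wells with enzyme and 100% = wells lacking Arfgap1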
Target sequence (Q62848 1-136 limits assumed): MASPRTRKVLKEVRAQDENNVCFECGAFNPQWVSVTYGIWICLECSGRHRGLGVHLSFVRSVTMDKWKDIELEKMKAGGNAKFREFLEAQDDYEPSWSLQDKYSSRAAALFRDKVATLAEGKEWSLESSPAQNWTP
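Replicates: Single well per compound | Assay system: Truncated rat Arfgap1 GAP domain | Control set: No-Arfgap1 wells (100%) versus DMSO full-reaction wells (0%) | Times: Enzyme reaction 120 min at 25 °C after 20 min preincubation | Reagent: Human ARF1(Δ1-17)-GTP substrate | Measured by: Tracer-displacement fluorescence polarization with EDTA stop, 620/688 nm | Measure: Percent inhibition of Arfgap1-stimulated GTP hydrolysis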
PLC-beta3 inh = PLC-beta3 (human) inhibition, primary screen. AID 720704. Purified PLC-beta3, fluorogenic substrate, fluorescence. inhibition, % at 12.2 µM. 370,000 tested, 0.18% active. Q01970; in the data active = inhibition above about 11%;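 also: 0% = median of compound wells on plate and 100% = full blocker control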
Tn6 DDE FP = disrupts Tn6 cyclic peptide binding to fibrin D-Dimer-E complex | P02675 | Fibrin DD(E) TRITC-Tn6 fluorescence polarization displacement | inhibition, % at 8.3 µM | 370,000 tested, 0.21% active | AID 720509;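 active = inhibition above a per-campaign cutoff: mean of compounds within control limits plus 3 SD, cut at about 15% in these data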;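 also: 0% = median of all compound wells on the plate and 100% = blocking peptide control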
UHRF1 binding = UHRF1 methyl-DNA binding inhibition; 370,000 tested, 0.75% active; UHRF1 binding to methylated oligo, TR-FRET; AID 687016; inhibition, % at 4.4 µM; in the data active = inhibition above about 21%;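 also: UHRF1 SRA domain binding a hemimethylated CpG hairpin DNA probe; 0% = median of test compound wells and 100% = reference inhibitor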
Target sequence (Q96T88 whole entry, looked up, the tested form may be a part): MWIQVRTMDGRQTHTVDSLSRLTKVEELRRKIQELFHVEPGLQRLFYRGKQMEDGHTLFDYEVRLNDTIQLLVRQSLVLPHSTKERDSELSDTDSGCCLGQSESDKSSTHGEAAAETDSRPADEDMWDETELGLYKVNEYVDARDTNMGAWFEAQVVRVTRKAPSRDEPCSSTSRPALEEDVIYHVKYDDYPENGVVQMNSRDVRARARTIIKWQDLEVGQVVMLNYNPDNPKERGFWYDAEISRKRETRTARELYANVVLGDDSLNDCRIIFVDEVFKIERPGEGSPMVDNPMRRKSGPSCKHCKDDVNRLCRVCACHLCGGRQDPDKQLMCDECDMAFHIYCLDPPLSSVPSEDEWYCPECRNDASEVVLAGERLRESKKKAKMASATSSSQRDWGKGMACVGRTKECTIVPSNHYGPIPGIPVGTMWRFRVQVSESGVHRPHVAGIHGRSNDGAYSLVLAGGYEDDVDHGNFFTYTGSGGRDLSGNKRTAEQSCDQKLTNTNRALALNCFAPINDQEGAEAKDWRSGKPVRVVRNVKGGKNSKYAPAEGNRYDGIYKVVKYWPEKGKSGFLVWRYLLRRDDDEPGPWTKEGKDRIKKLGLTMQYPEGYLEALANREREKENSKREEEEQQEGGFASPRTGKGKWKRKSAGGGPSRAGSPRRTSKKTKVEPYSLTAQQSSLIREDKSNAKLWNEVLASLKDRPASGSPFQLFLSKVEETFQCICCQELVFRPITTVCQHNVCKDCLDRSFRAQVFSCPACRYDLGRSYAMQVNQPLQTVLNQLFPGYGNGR
proKLK7 act = activators of human kallikrein-7 zymogen; P49862; purified proKLK7, EDANS-DABCYL substrate fluorescence; 100% is mature enzyme control, 0% vehicle; activation, % at 7 µM; 370,000 tested, 0.9% active; AID 652039;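 active = activation above the mean of all tested compounds plus 3 SD, computed per campaign excluding outliers beyond control limits, cut at about 13% in these data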
PLC-gamma1 inh = PLC-gamma1 (human) inhibition, primary screen; P19174; purified PLC-gamma1, fluorogenic substrate, fluorescence; inhibition, % at 12.2 µM; 370,000 tested, 0.84% active; AID 720700; in the data active = inhibition above about 9.5%
ASAP1 inh = blocks human ASAP1-stimulated Arf1 GTP hydrolysis. Q9ULH1. GDP FP detection. inhibition, % at 16.5 µM. 360,000 tested, 0.19% active. AID 624377; in the data active = inhibition above about 25%;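 also: 0% = vehicle with enzyme and substrate and 100% = no enzyme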
ADAM17 inh = ADAM17 inhibition, QFRET primary screen | 370,000 tested, 0.83% active | inhibition, % at 6.95 µM | P78536 | AID 720648 | recombinant ADAM17, EDANS/DABCYL FRET peptide cleavage;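 active = inhibition above the mean of compounds lying between control limits plus 3 SD, set per campaign, cut at about 8.5% in these data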;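 also: 0% = DMSO-only wells as the low control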
MBD2 DNA inh = MBD2-methylated oligo binding inhibition. Q9UBB5. TR-FRET, MBD2 binding to methylated oligonucleotide. inhibition, % at 4.4 µM. 370,000 tested, 0.31% active; in the data active = inhibition above about 13%
Active calls of the source: *; i = inactive.

entry | Tn7 DDE FP | ARFGAP1 inh | PLC-beta3 inh | Tn6 DDE FP | UHRF1 binding | proKLK7 act | PLC-gamma1 inh | ASAP1 inh | ADAM17 inh | MBD2 DNA inh | compound
1 | 2 | 7 | 2 | -10 | -1 | 0.7 | -1 | 12 | 1 | -6 | CCS(=O)(=O)NC(C)C(c1cccs1)N1CCN(c2ccc(F)cc2)CC1 (configuration not stated)
2 | 3 | -5 | i | -1 | 1 | 179* | i | 7 | -89 | -1 | Cc1cc(C)c2c(N)c(C(=O)Nc3ccccc3Br)sc2n1
3 | 1 | -6 | -4 | 6 | -2 | 0.2 | -1 | 4 | -3 | -1 | Cc1nnc(SCC(=O)NC2CCCC2)n1-c1ccccc1
4 | -8 | 4 | 0 | -5 | 1 | -0.5 | -11 | 0 | 0 | -1 | O=C1CCCC/C1=N\Nc1ccc(OCc2ccccc2)cc1
5 | -1 | -1 | -5 | 2 | -1 | 0.8 | 0 | 6 | -13 | -5 | COc1ccc(C(=O)NC2CC3CCCC(C2)N3Cc2ccccc2)c(OC)c1 (configuration not stated)
6 | 6 | 7 | 4 | -1 | -2 | 0.3 | -1 | 0 | -1 | -9 | COc1ccc2c(c1)CCCC2=O
7 | -3 | 6 | -7 | -3 | -1 | 0.2 | 2 | 4 | -4 | 1 | COc1ccc(NC(=O)CN(C)C(=O)c2ccc(COc3ccccc3)cc2)cc1
8 | 2 | -3 | 0 | 9 | 0 | -0.2 | 1 | 1 | 3 | -7 | CC1(C(=O)Nc2cccc3ccccc23)CCN1C(=O)C1(c2ccccc2)CCCC1 (configuration not stated)
9 | 1 | -3 | -4 | -3 | 1 | -0.2 | 2 | -8 | -4 | -4 | Cn1c(=O)c2[nH]c(N=NNc3ccccc3F)nc2n(C)c1=O
10 | 5 | -2 | -5 | -7 | -5 | 0.1 | 5 | 11 | 2 | -5 | CC1C(=O)C(C)C(c2ccc(O)cc2)NC1c1ccc(O)cc1 (configuration not stated)
11 | -4 | -3 | 2 | -2 | 3 | 0.0 | 1 | 11 | -1 | -1 | O=C1CCCc2ccccc2N1Cc1cccc(F)c1
12 | -4 | 17 | -1 | -7 | -2 | 0.2 | 3 | 5 | 1 | 0 | CON/C=C(\C=Nc1ccc(F)cc1)c1ncc(C(F)(F)F)cc1Cl
13 | 2 | 3 | -8 | 0 | 0 | 0.2 | -1 | -8 | 1 | 2 | COc1cccc(Cn2cnc3c(sc4nc(C)cc(C)c43)c2=O)c1
14 | -2 | 7 | 4 | 7 | 0 | -0.2 | 4 | -1 | 3 | -3 | BrCCOCCOc1ccc2ccccc2c1
15 | -1 | 7 | 4 | -4 | 0 | -0.2 | 1 | 6 | 1 | 1 | COc1ccc(OC)c(-c2c(=O)n(OCc3ccccc3Br)c3ccccc3[n+]2[O-])c1
16 | -3 | -6 | -6 | 2 | -2 | -0.3 | 1 | 12 | -2 | 3 | CCN(C(=O)COC(=O)c1cc(S(=O)(=O)N2CCOCC2)ccc1F)C1CCS(=O)(=O)C1 (configuration not stated)
17 | -6 | -3 | 2 | 6 | 0 | -0.1 | 4 | -7 | 6 | -2 | O=C(CNS(=O)(=O)c1ccc(Br)s1)NC1CCCc2ccccc21 (configuration not stated)
18 | -9 | 1 | 3 | 2 | 2 | -0.2 | 6 | 3 | 7 | -2 | C[C@H]([C@H](O)c1ccccc1)N(C)C(=O)CN
19 | -1 | 8 | -4 | -4 | -1 | -1.2 | 3 | -2 | -2 | 2 | CCC(=O)N1N=C(c2c(O)n(C)c(=O)n(C)c2=O)CC1c1ccccc1 (configuration not stated)
20 | -3 | 2 | -7 | 2 | 1 | 0.3 | 0 | 14 | -3 | 0 | O=C(CSc1n[nH]c(-c2ccccc2Br)n1)NC(=O)NCc1ccco1
21 | 2 | -2 | 0 | -2 | 1 | -0.1 | 1 | -2 | -5 | -1 | O=C(COC(=O)c1ccccn1)Nc1ccc(S(=O)(=O)N2CCOCC2)cc1
22 | 4 | 1 | 2 | 5 | -1 | -0.1 | 0 | -11 | -5 | 3 | O=C(Cn1cccc1)Nc1ccc(F)cc1F
23 | -9 | 0 | -3 | -12 | 7 | -0.7 | 1 | 2 | -2 | 3 | Cc1ccc([C@@H]2[C@@H]3C(=O)N(C)C(=O)[C@@H]3[C@]3(C)C(=O)N(CC4CC4)CC(=O)N23)o1
24 | 1 | 5 | -142 | 3 | -6 | 2.1 | -133 | -2 | -26 | 0 | O=C(CN1CCN(c2ccccc2)CC1)c1ccc2cc[nH]c2c1
25 | 4 | 9 | 2 | -2 | -1 | 0.1 | 1 | -6 | -3 | 2 | Cc1ccc(/C=C/C(=O)NCCCn2ccnc2)cc1
26 | 3 | -6 | 6 | 4 | -2 | -0.1 | 3 | -10 | 0 | 3 | Clc1cccc(Cl)c1Cn1nnc(-c2cccs2)n1
27 | 6 | -4 | 1 | 7 | -1 | -0.2 | 1 | 10 | -5 | 3 | O=C(NC1CCCC1)c1cccc(S(=O)(=O)N2CCCCC2)c1
28 | 2 | -3 | 1 | 1 | -3 | -0.3 | 2 | 6 | 9.8* | 0 | O=C(OC(C(=O)Nc1cc(Cl)cc(Cl)c1)c1ccccc1)C1=COCCO1 (configuration not stated)
29 | 2 | 8 | -2 | -11 | -3 | 0.0 | 0 | 12 | 1 | 2 | Cc1cc(Cn2nc(-c3ccccc3)cc2C(=O)NCc2cccs2)on1
30 | -4 | -1 | -6 | -7 | -2 | 0.2 | -1 | -9 | -8 | -3 | COC(=O)c1ccc(CN2CCN(C3CCCCC3)C(CCO)C2)cc1 (configuration not stated)
31 | 0 | 2 | -4 | 7 | 1 | -0.4 | -1 | -6 | -1 | -3 | CCC(C)C(NC(=O)C1CCC(C)CC1)C(=O)Nc1ccc(OC)cc1 (configuration not stated)
32 | -6 | 4 | 1 | 5 | 1 | -0.2 | 5 | 6 | 0 | -1 | Cc1cc(C(=O)Nc2cnc3ccccc3c2)ccc1[N+](=O)[O-]
33 | -3 | 7 | -3 | -3 | 2 | 1.0 | 3 | 2 | -2 | 1 | CCCCNC(=O)c1cc2cccc([N+](=O)[O-])c2[nH]1
34 | -2 | -5 | 3 | 4 | 0 | 0.8 | -3 | 13 | 0 | -3 | O=C(CSc1ncccc1C(=O)O)NC12CC3CC(CC(C3)C1)C2
35 | 4 | 7 | 2 | -3 | -5 | -0.3 | 9.7* | -2 | 2 | -3 | CCCCNc1c(-c2cccc(-c3cc(C(C)=O)cs3)c2)nc2ccc(C)cn12
36 | 3 | 4 | -3 | -4 | 2 | -0.1 | 3 | -9 | -2 | 7 | Cc1noc(NC(=O)c2ccc(Cl)c(Cl)c2)c1Cl
37 | -13 | 6 | 3 | 5 | 1 | 0.1 | 1 | 18 | 7 | 0 | CCOc1ccc(C(=O)Nc2cc(-c3nc4ccccc4[nH]3)ccc2C)cc1[N+](=O)[O-]
38 | 0 | 48* | -6 | 1 | -1 | -0.6 | 0 | 29* | -2 | -3 | Cc1ccc2nc(SCC(=O)N3CCCCC3)nc(=O)n2c1
39 | 1 | 12 | -3 | 4 | -6 | 0.8 | 3 | 4 | -1 | 2 | NS(=O)(=O)c1cc(C(=O)OC2CCOC2=O)ccc1Cl (configuration not stated)
40 | 4 | -7 | -4 | 1 | -1 | -0.2 | 4 | -5 | -1 | 2 | O=C(CCC(=O)c1ccccc1)Nc1ccccc1OC(F)F
41 | 1 | -1 | -4 | -4 | 0 | 0.0 | 2 | 9 | -2 | 3 | CCCCCC(=O)Nc1cccc2ccccc12
42 | -2 | -12 | -2 | -2 | 0 | 0.2 | 1 | -11 | -5 | -1 | COc1ccccc1NC(=O)CSc1ncn[nH]1
43 | -8 | -2 | 1 | 0 | 1 | -0.5 | -6 | -1 | -1 | 1 | O=C(c1ccc(F)cc1)N1CCN(C(=O)c2cccnc2)CC1
44 | -5 | -1 | -1 | 1 | 2 | -1.0 | 0 | 11 | -1 | 3 | COC(=O)c1ccc(CSc2nc3ccccc3[nH]2)o1
45 | -3 | 1 | -1 | 1 | -2 | 0.4 | -1 | 2 | 1 | 1 | O=P(NCc1ccccc1)(OCc1ccccc1)OCc1ccccc1
46 | -3 | 3 | 2 | 0 | -2 | 0.1 | -3 | 11 | -3 | 1 | CCCS(=O)(=O)N1CCC(C(=O)NCCN(CC)c2ccccc2)CC1
47 | -6 | 11 | -5 | -5 | -1 | -0.3 | -1 | 0 | 2 | 4 | O=C(O)C1CC(C(=O)O)SS1 (configuration not stated)
48 | 4 | -2 | -2 | -4 | 1 | 0.6 | -3 | -6 | -2 | 5 | CCOC(=O)[C@]12CCC=C1N(CCC1=CCCCC1)C(=O)[C@H](CC(=O)N1CCC(c3ccccc3)CC1)C2
49 | 1 | -4 | -1 | -4 | -1 | 0.8 | 0 | -7 | 2 | 3 | Cc1ccc2nc(CN(C)C(=O)[C@@H](Cc3ccccc3)NC(=O)[C@H]3O[C@@H](n4cnc(C(N)=O)n4)[C@H](O)[C@@H]3O)[nH]c2c1
50 | 1 | -8 | -6 | -3 | 6 | -0.1 | -1 | 14 | -2 | 1 | CN(C(=O)CSc1nnc(C2CC2)n1C1CC1)C1(C#N)CCCCC1
51 | 7 | -4 | -3 | 4 | 0 | 0.1 | 2 | 0 | -7 | 3 | CCCCn1c(N)c(N(CCOC)C(=O)c2ccc(F)c(S(=O)(=O)N3CCOCC3)c2)c(=O)[nH]c1=O
52 | -3 | 7 | 1 | -5 | 2 | 1.0 | 1 | -4 | 5 | -3 | CCc1cc(C(=O)N2CCc3c([nH]c4ccccc34)C2c2ccc(OC)cc2F)no1 (configuration not stated)
53 | 2 | -6 | 2 | 5 | -1 | -0.2 | -1 | -9 | -6 | -5 | Cc1cc(C(=O)Nn2cnnc2)cs1
54 | -6 | 13 | 1 | 1 | -1 | 0.6 | 0 | 4 | 1 | 0 | COc1ccc(COC(=O)CCNC(=O)c2ccc(Cl)cc2)cc1
